Screening data: PubChem, National Center for Advancing Translational Sciences (NCATS)
WRN inhibitor = WRN helicase (human) inhibition; WRN helicase unwinding, fluorescent forked duplex, kinetic; Potency, µM (titrated, usually from 114 µM), for the others: at the highest dose activity change, negative = inhibition, most hits filed as inhibitors; actives 0.46% (n = 360,000); AID 651768; note: potency is the fitted concentration of half-maximal effect; % is set by controls: 0 for no effect and ±100 for the full control effect; nearly all actives have a fitted effect of over 55% in size
Target sequence (Q14191 whole entry, looked up): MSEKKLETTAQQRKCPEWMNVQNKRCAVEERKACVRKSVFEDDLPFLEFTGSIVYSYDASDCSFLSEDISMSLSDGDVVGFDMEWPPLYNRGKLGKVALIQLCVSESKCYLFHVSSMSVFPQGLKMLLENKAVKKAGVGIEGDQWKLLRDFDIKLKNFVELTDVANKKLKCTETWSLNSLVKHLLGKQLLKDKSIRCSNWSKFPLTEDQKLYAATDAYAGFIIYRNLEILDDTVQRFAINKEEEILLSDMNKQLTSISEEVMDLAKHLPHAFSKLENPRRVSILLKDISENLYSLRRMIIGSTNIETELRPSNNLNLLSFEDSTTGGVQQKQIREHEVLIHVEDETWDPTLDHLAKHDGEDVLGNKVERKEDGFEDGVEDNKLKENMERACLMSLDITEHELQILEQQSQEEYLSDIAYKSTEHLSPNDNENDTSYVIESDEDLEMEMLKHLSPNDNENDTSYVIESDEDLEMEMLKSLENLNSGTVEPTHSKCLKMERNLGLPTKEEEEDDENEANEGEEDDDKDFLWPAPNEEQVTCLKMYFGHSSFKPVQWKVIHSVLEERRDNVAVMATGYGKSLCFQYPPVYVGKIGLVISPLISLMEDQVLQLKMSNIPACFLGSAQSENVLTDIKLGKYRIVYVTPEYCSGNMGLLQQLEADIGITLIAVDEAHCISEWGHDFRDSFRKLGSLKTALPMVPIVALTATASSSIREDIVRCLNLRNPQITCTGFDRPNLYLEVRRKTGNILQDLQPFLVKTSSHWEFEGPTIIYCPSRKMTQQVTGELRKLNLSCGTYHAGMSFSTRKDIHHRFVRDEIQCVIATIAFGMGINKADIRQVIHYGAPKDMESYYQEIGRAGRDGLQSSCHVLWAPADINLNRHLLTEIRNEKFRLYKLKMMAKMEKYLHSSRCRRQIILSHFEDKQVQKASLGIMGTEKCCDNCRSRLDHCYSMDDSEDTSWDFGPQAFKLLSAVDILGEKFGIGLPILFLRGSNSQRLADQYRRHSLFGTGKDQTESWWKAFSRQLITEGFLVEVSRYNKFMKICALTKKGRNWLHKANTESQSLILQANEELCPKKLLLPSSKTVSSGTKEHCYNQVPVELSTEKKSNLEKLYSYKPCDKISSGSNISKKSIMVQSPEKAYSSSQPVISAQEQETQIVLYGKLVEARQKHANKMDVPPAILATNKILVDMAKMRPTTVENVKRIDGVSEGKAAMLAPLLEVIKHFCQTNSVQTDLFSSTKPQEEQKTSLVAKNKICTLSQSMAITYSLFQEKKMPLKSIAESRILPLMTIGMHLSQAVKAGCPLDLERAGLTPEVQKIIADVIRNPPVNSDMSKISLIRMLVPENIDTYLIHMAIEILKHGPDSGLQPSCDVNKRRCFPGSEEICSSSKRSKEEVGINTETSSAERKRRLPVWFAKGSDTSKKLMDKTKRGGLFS
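Kinetic fluorescence helicase assay: unwinding of a quenched forked DNA duplex (100 nM final) with 2 mM ATP final raises red fluorescence (525/598 nm). Compounds sat 15 min at room temperature with 20 nM WRN beforehand.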
FUS yeast rescue = FUS proteinopathy suppression in yeast | Potency, µM (doses to about 76.6 µM), inactives show at the top dose growth rescue (activation), hits mostly activators | S. cerevisiae FUS-expressing, growth rescue, OD600, 24 h | actives 0.24% (n = 390,000);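 note: potency is the fitted concentration of half-maximal effect; plate controls were DMSO vehicle for no effect and reference control for full effect; nearly all actives have a fitted effect of over 55% in size; some results filed as inactive show a strong effect at the top dose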
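FUS-expressing yeast, raffinose-pregrown, induced in 2% galactose minimal medium at OD 0.005; compounds in a dilution series, 24hr at 30C. Growth restoration read as absorbance at 600 nm. CP55940 positive control, DMSO negative.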
EPAC1 antagonist = blocks human EPAC1 exchange factor; EPAC1 GEF assay, Rap1b-BODIPY-GDP exchange fluorescence; O95398; Potency, µM (titrated, usually from 115 µM), for the others: at the highest dose activity change, negative = inhibition, most hits filed as inhibitors; actives 0.14% (n = 360,000);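 note: potency is the fitted concentration of half-maximal effect; plate controls were vehicle for no effect and positive control for full effect; nearly all actives have a fitted effect of over 50% in size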
PI5P4K alpha inh = PI5P4K alpha (human) kinase inhibition; actives 1.2% (n = 330,000); P48426; max response, %; PI5P4Kalpha enzyme, ADP-Glo luminescence, 60 min; stronger effect = lower value; active = max response of -50% or lower; inconclusive = between -30% and -50%; inactive = -30% or higher; note: value at the top dose of about 77 µM; % is set by controls: 0 for no effect and ±100 for the full control effect
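Reactions run in 0.038 M HEPES pH 7.4, 0.28 mM EGTA, 0.1% CHAPS and 5% DMSO, with PI5P4Kalpha, substrate, compound and 5 microM ATP final, one hour at room temperature. Readout is ADP-Glo luminescence.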
Abeta yeast res = restores growth of yeast expressing A-beta42 peptide. yeast expressing A-beta42, growth rescue, OD600, 48 h; response scale: 0% DMSO, 100% iron-clioquinol control. Potency, µM (top dose mostly 46.1 µM), inactives show at the highest dose growth rescue, actives largely listed as activators. actives 0.063% (n = 410,000). AID 1347071; note: potency is the fitted concentration of half-maximal effect; nearly all actives have a fitted effect of over 55% in size
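Growth rescue measured by 600 nm absorbance after 48 h yeast culture at 30 C with compound. Values normalized between DMSO and an equimolar ferric chloride plus clioquinol control.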
PLK1 PBD block = PLK1 (human) polo-box domain binding inhibition; P53350; Plk1 PBD binding of FITC phosphopeptide, fluorescence polarization; Potency, µM, inactives show max response, negative = inhibition, most hits filed as inhibitors; actives 2.8% (n = 360,000); note: potency is the fitted concentration of half-maximal effect; series mostly up to about 57 µM; % is set by controls: 0 for no effect and ±100 for the full control effect; nearly all actives have a fitted effect of over 65% in size
EPAC1 ag = activates human EPAC1 exchange factor | O95398 | EPAC1 agonist qHTS, biochemical assay; response scale: 100% = response to 6.5 mM cAMP | Potency, µM (doses to about 154 µM), inactives show at the highest dose activation, actives largely listed as activators | actives 0.073% (n = 360,000) | AID 720707; note: potency is the fitted concentration of half-maximal effect; nearly all actives have a fitted effect of over 60% in size
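Nucleotide exchange assay: 100 nM EPAC1 with 250 nM Rap1B loaded with BODIPY-GDP and 50 uM GDP, room temperature. Fluorescence (480/540 nm) read every 5 min for 30 min; signal change normalized to 6.5 mM cAMP as full agonist.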
IL-2 act = IL-2 activation; IL-2 activation reporter assay, cell-based qHTS; stimulated with anti-CD3/CD4/CD28 beads; in transgenic mouse T cells; activation, % (series mostly up to about 46 µM); actives 0.065% (n = 360,000); in the data active = activation above about 50%; inconclusive = mostly about 30% to 49%; note: 0% is about no effect
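Unstimulated transgenic mouse T cells preincubated 60 min with compound, then stimulated with anti-CD3/anti-CD4-coated beads plus anti-CD28 for 18 h at 37 degrees C. IL-2 response read as EGFP and DsRed fluorescence by plate cytometry.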
Starred values were filed as active, the others as inactive; u = inconclusive; x = no result given; [ ] = remark or other dose. Unless noted, calls come from the whole dose curve; as a rule, active = well fitted curve in the direction sought with a large enough effect; inconclusive = small, poorly fitted or top-dose-only effect, or another doubt; inactive = no such curve, though single readings can be large; an effect the other way counts as inactive or inconclusive. Compounds were not picked by outcome (roughly 4.1% active in at least one column).

SMILES	WRN inhibitor	FUS yeast rescue	EPAC1 antagonist	PI5P4K alpha inh	Abeta yeast res	PLK1 PBD block	EPAC1 ag	IL-2 act
CCCN1C[C@H](CSC)C[C@@H]2c3cccc4[nH]cc(c34)C[C@H]21	-10%	-18%	10%	7	-13%	7%	-12%	-0.3
Cc1cc(C(=O)OCC(=O)NCCc2ccc(S(N)(=O)=O)cc2)c2ccccc2n1	2%	-10%	-13%	-1	-6%	1%	-3%	1.2
CCc1ccc(OCC(=O)Nc2ccc(S(=O)(=O)N3CCOCC3)cc2)cc1	-6%	-1%	-3%	11	5%	0%	4%	-1.5
O=C1S/C(=C\c2cccs2)C(=O)N1c1ccc(O)cc1	-1%	-2%	-26%	1	-1%	-8%	9%	1.8
CCOC(=O)c1ccc(OCc2c(C)noc2C)cc1	5%	12%	-9%	-4	-8%	-10%	0%	-0.4
COc1ccc(C(=O)NNC(=O)c2cc3ccccc3cc2O)cc1	-6%	22%	-4%	1	-6%	-9%	9%	-0.7
Cc1cccc(C(=O)Nc2cc(S(=O)(=O)N3CCOCC3)ccc2N2CCCCC2)c1	-5%	x	-2%	3	7%	7%	7%	-5.8
COc1ccc(Nc2nc(-c3ccc(OC)cc3)cs2)cc1	5%	1%	-21%	0	9%	-7%	3%	1.2
CCCCn1cnc2c(SCc3cccc(F)c3)nc(N)nc21	-2%	5%	-10%	-1	10%	-2%	-7%	1.7
C=CCNC(=O)c1ccc2nc(-c3ccccc3)c(-c3ccccc3)nc2c1	-7%	19%	-8%	0	2%	-25%	6%	-3.2
Cc1ccc2nc(N3CCOCC3)c3nncn3c2c1	-6%	-20%	-1%	8	-27%	3%	4%	-1.2
O=C(C1CCCN1C(=O)c1cccs1)N1CCc2ccccc21 (stereo not given)	4%	35%	12%	3	15%	-1%	-5%	-2.1
Cc1ccc(C)c(S(=O)(=O)N2CC(=O)Nc3ccccc32)c1	8%	19%	-4%	1	6%	24µM*	-3%	-2.0
C=CCNC(=S)N/N=C/c1ccc(-c2ccc(Br)cc2)o1	-19%[57.1 µM]	14%	-19%	6	-2%	-4%	2%	-0.7
CC(C(=O)NC(C)(C)C)n1c(-c2ccccc2)nc2ccccc21 (stereo not given)	-1%	-15%	12%	0	-5%	-5%	12%	-0.8
CC(C)Sc1nc2ccsc2c(=O)[nH]1	0%[57.1 µM]	-23%	-25%	-7	-4%	-18%	1%	-0.2
CN1CCN(c2ccc(S(=O)(=O)N3CCCCC3)cc2NC(=O)COc2cccc(Cl)c2)CC1	-4%	7%	0%	-4	-2%	4%	12%	-3.9
O=C(CCC(=O)c1cccs1)NCc1cccc(C(F)(F)F)c1	-10%	u	0%	8	14%	-7%	-10%	-0.7
CN(CC(=O)Nc1ccc(N2CCOCC2)cc1)C(=O)c1cccc(Cl)c1Cl	11%	17%	10%	9	1%	-3%	12%	-0.9
CC(C)CCNC1=NCCCCC1	3%	-17%	1%	x	4%	-1%	-7%	-0.4
CCOc1ccc(Cl)cc1-c1cc(C(=O)Nc2ccc(Br)cc2)[nH]n1	-3%	-1%	u	-2	-8%	5%	-14%	-0.7
COC(=O)c1ccc(NC(=S)N2CCN(Cc3ccc(Cl)cc3)CC2)cc1	-19%	9%	-25%	x	21%	4%	u	-1.2
O=C(NC(C(=O)N/N=C/c1ccccn1)c1n[nH]c(=O)c2ccccc12)c1ccccc1 (stereo not given)	-6%	15%	-1%	6	8%	1%	2%	0.0
CCOC(=O)c1ccc2nc(NC(=O)C(C)C)sc2c1	-3%	-15%	-4%	6	u	-3%	-4%	-2.7
Cc1cc([N+](=O)[O-])ccc1N=Nc1c(N)[nH]n(-c2ccccc2)c1=O	-16%	10%	4%	-23	0%	u	7%	1.1

3 records drawn at random from the list so far:
SMILES	WRN inhibitor	FUS yeast rescue	EPAC1 antagonist	PI5P4K alpha inh	Abeta yeast res	PLK1 PBD block	EPAC1 ag	IL-2 act
CC(C)CCNC1=NCCCCC1	3%	-17%	1%	x	4%	-1%	-7%	-0.4
O=C(NC(C(=O)N/N=C/c1ccccn1)c1n[nH]c(=O)c2ccccc12)c1ccccc1 (stereo not given)	-6%	15%	-1%	6	8%	1%	2%	0.0
COc1ccc(C(=O)NNC(=O)c2cc3ccccc3cc2O)cc1	-6%	22%	-4%	1	-6%	-9%	9%	-0.7

The listing continues.
SMILES	WRN inhibitor	FUS yeast rescue	EPAC1 antagonist	PI5P4K alpha inh	Abeta yeast res	PLK1 PBD block	EPAC1 ag	IL-2 act
COc1cc(C#N)ccc1OC(=O)Cc1cc(OC)c(OC)c(OC)c1	-2%[57.1 µM]	-15%	8%	-5	-4%	5%	-3%	0.2
COc1cccc(/C=N/NC(=O)CCc2c(C)n[nH]c2C)c1	-14%	-21%	-25%	-6	-5%	-5%	-10%	0.7
CC(C)CCNC(=S)Nc1ccc(F)cc1	12%	5%	-6%	0	0%	-10%	1%	-1.3
O=C1CCC(=O)N1CC1CC2CCC1C2 (stereo not given)	-7%	12%	5%	0	0%	-22%	-6%	0.2
CCCCN(CC)CCCNC(=O)c1cn(-c2ccc(OC)cc2)c(=O)c2ccccc12	2%	-5%	18%	-4	-8%	-6%	-10%	-0.7
Cc1nc2sc(C(c3ccco3)N3CCN(c4ccccc4)CC3)c(O)n2n1 (stereo not given)	9%	-12%	u	4	3%	4%	-5%	-1.0
CC1(C)CN2C(=O)c3ccccc3C2(C)S1 (stereo not given)	4%	-8%	u	-7	-6%	-5%	2%	3.4
Cc1nc(-c2ccc3c(c2)CCC(=O)N3)cs1	0%	3%	2%	-1	-13%	1%	-3%	-2.4
O=C1c2ccccc2C(=O)N1CCN1CCc2ccccc21	-1%	12%	-5%	x	1%	0%	6%	1.4
Clc1ccc(CSc2nnc(-c3sccc3-n3cccc3)o2)cc1	-22%	-35%	-15%	-4	4%[9.22 µM]	0%	13%	1.0
OCC[C@H]1C[C@@H](O)[C@H](O)[C@@]2(OCCc3ccccc32)O1	-12%	-14%	12%	0	8%	21µM*	-7%	-0.3
Cc1cc(NC(=O)c2ccc3c(c2)OCO3)ccc1NC(=O)c1ccccc1	-5%	17%	-15%	8	0%	-4%	3%	-0.3
CCn1c(C)nc2cc(C(=O)OC(C(F)(F)C(F)F)C(F)(F)C(F)F)ccc21	-6%	x	-28%	4	-78%[inhibitor]	-8%	-12%	-0.6
CCCC(C)NCC(=O)Nc1ccccc1-c1ccccc1 (stereo not given)	1%	6%	-1%	-23	27%	-7%	-4%	-0.1
Cc1ccc(CC(=O)N(C)CC(=O)Nc2ccc(N3CCOCC3)cc2)cc1C	-11%	u	-3%	-5	15%	-9%	0%	-0.1
Cc1c(Br)cc(C(=O)NCc2ccco2)c(C)c1C	-10%[57.1 µM]	19%	7%	u	-3%	-22%	9%	1.2
CC1(C)NS(=O)(=O)Oc2ccccc21	-2%	-21%	-5%	-2	6%	-7%	1%	3.5
C=CCNC(=O)CN1CCC(c2nc3cc(C)c(C)cc3[nH]2)CC1	2%	-3%	-20%	0	10%	-7%	5%	-0.3
CCOC(=O)[C@@H]1[C@H]2COc3cc(OC)ccc3[C@H]2N2C(=O)N(c3ccc(F)cc3)C(=O)[C@]12C	0%	4%	-21%	-1	1%	1%	-8%	-0.8
Cc1c(/C=N/NC(=O)C(NC(=O)c2ccc3c(c2)OCO3)C(C)C)c2ccccc2n1C (stereo not given)	-2%	x	10%	3	-12%	0%	-18%	0.1
COc1ccc(CNC(=O)c2cc(S(=O)(=O)N3CCOCC3)cn2C)cc1	-9%	-9%	-19%	2	2%	-7%	3%	1.6
Cc1ccc2c(c1)C(=O)N(CCCCO)C2=O	13%	x	u	4	9%	0%	-9%	1.0
N#Cc1ccc(Cl)cc1NC(=O)CNCc1cccs1	-14%	8%	-4%	13	-6%	2%	0%	4.8
CC(C)(C)OC(=O)CC[C@@H](C(=O)NCCCCCCCCCCC(=O)N1CCN(C(=O)OC(C)(C)C)CC1)n1cc(CCCCCNC(=O)OC(C)(C)C)nn1	-10%	u	-13%	2	6%	-13%	-10%	0.3
Cc1ccc(OCC(=O)OC2CCCN(C)C2)cc1 (stereo not given)	3%	-15%	1%	-1	-23%	-9%	9%	0.7

Next part
SMILES	WRN inhibitor	FUS yeast rescue	EPAC1 antagonist	PI5P4K alpha inh	Abeta yeast res	PLK1 PBD block	EPAC1 ag	IL-2 act
CC(C)CC(C(=O)NCc1ccccn1)N1C(=O)c2ccccc2C1=O (stereo not given)	-5%	-7%	2%	0	0%	-2%	-2%	-0.6
Cc1nc2c(cnn2-c2ccccc2Cl)c(=O)n1-c1ccc(N2CCC(C)CC2)cc1	3%	30%	-1%	x	-26%	0%	9%	2.7
CCN(CC)S(=O)(=O)c1ccc(OC)c(NC(=O)CCc2c(C)noc2C)c1	-10%	-15%	-28%	2	-13%	-8%	5%	0.1
NC(=O)CSc1cn(Cc2ccc(F)cc2)c2ccccc12	-2%	-35%	-20%	-2	2%	-7%	-4%	-2.7
COC(=O)c1ccc(CSc2nnc3sc4ccccc4n23)o1	-3%	2%	6%	6	-13%	-14%	8%	0.4
CC(=O)Nc1cc(-c2cccc(C(=O)NCCO)c2)cn2c(-c3ccc(F)c(Cl)c3)cnc12	2%	u	11%	3	-4%	-12%	-6%	-0.5
CCOc1ccc(N2CC(C(=O)Nc3cccnc3)CC2=O)cc1 (stereo not given)	-2%	-2%	7%	-2	7%	-4%	14%	0.3
O=NN(CCCl)C(=O)NCCc1cccc[n+]1[O-]	0%	8%	-15%	-11	-7%	5%	-8%	0.7
Nc1nc(NCc2ccco2)nc(Nc2cccc(F)c2)c1[N+](=O)[O-]	-5%	3%	3%	-5	-24%	2%	-1%	2.7
Cc1ccc(-c2nnc(NC(=O)c3c(F)cccc3Cl)s2)cc1	6%	-9%	-1%	0	-1%	-22%	-2%	-0.7
COc1ccccc1NC(=O)Nc1nc(C(N)CCc2ccccc2)cs1 (stereo not given)	-5%	37%	-5%	1	0%	-1%	12%	-0.7
CC/C(Cc1ccccc1)=N\NC(=O)c1cc(C)oc1C	-12%	x	-3%	1	13%	3%	-3%	0.2
O=C(COc1ncnc2ccc(Br)cc12)NC1CCCC1	2%	-5%	3%	6	4%	-6%	-5%	1.4
O=C1CCN(Cc2ccc(Br)cc2)CCN1[C@H](CO)c1ccccc1	-5%	-11%	6%	2	8%	1%	-7%	-0.1
COc1ccc(NC(=O)NCC(C)CSc2ccc(C)cc2)c(OC)c1 (stereo not given)	-7%	-19%	-14%	5	6%	-25%	5%	-0.4
Cc1cc(C)cc(OCC(=O)Nc2ccc(-n3cnnn3)cc2)c1	-6%	8%	-29%	1	-20%	-1%	-7%	0.4
